Compound activity: PubChem BioAssay, National Center for Advancing Translational Sciences (NCATS)
Eya2 phos inh: qHTS Assay for Inhibitors of the Phosphatase Activity of Eya2; AID 488837, 2010; recombinant Eya2, OMFP fluorescence dephosphorylation (OMFP is methylfluorescein phosphate); 330,000 compounds, 0.006% hits; Potency, µM (titrated, usually from 76.9 µM), for the others: top-dose activity, negative = inhibition, hits mostly inhibitors; Protein phosphatase EYA2 (Homo sapiens), O00167; note: potency is the fitted concentration of half-maximal effect; % is set by controls: 0 for no effect and ±100 for the full control effect
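Eya2 (0.2 uM) preincubated 10 min at ambient with compound, then OMFP substrate added at 50 uM; 10 min reaction in 50 mM HEPES pH 7.5, 50 mM NaCl, 5 uM MgCl2, 0.05% BSA, 1 mM DTT. Fluorescence read at Ex 485/Em 525 nm.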
A-T KAP1 phos: qHTS Assay for Identifying a Potential Treatment of Ataxia-Telangiectasia; […] A-T fibroblasts, KAP-1 phosphorylation AlphaLISA; neocarzinostatin DNA damage 30 min before lysis; Potency, µM (highest dose often 57.5 µM), inactives show at the top dose activation, hits mostly activators; 320,000 compounds, 0.19% hits; AID 485349, 2010; note: potency is the fitted concentration of half-maximal effect; % of control where 0% means no effect; nearly all actives have a fitted effect of over 45% in size
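hTERT-immortalized A-T patient fibroblasts ([…]), 500 cells/well in OPTI-MEM, 1% FBS, got compounds for 60 min, then NCS for 30 min at 37C. Lysates were then assayed for phospho-KAP-1 by AlphaLISA (anti-pKAP1 donor, anti-KAP1 acceptor beads), 6 hr at 25C.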
TSHR antagonist: Antagonists of the Thyroid Stimulating Hormone Receptor: HTS campaign. Thyrotropin receptor (Homo sapiens), P16473. activity change, negative = inhibition, % at 11.5 µM. AID 504810, 2011. TSHR-expressing cells, TSH-stimulated cAMP HTRF, 2 h; hits give low values. 330,000 compounds, 0.2% hits;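 active = activity change below a set negative limit, meaning inhibition stronger than a set level, cut at about -70% in these data; inconclusive = activity change between two set negative limits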; note: % is set by controls: 0 for no effect and ±100 for the full control effect
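Antagonism was scored as loss of TSH-driven cAMP in TSHR cells, stimulated with 4nM TSH (EC80) for 2 hours at 37 deg C and detected by homogeneous HTRF competition immunoassay.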
ELG1 repair inh: qHTS screen for small molecules that inhibit ELG1-dependent DNA repair in human embryonic kidney (HEK293T) cells expressing luciferase-tagged ELG1. HEK293T ELG1-luciferase reporter, luminescence, 16 h; DNA damage induced by 5-fluorouridine. Potency, µM (top dose mostly 46.1 µM), without a hit: top-dose activity change, negative = inhibition, actives largely listed as inhibitors. 330,000 compounds, 2.3% hits. AID 504467, 2011; note: potency is the fitted concentration of half-maximal effect; % is set by controls: 0 for no effect and ±100 for the full control effect; nearly all actives have a fitted effect of over 55% in size
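Reporter activity after DNA damage by 5-fluorouridine is monitored. Compound-treated cells incubate 16 hr at 37 °C, then ONE-Glo is added for 30 min before luminescence reading.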
a7 integrin act: qHTS for Activators of Integrin-Mediated Alleviation for Muscular Dystrophy; 350,000 compounds, 0.064% hits; alpha7betagal myoblasts, beta-gal FDG fluorescence, 48 h; Potency, µM (titrated, usually from 38.3 µM), without a hit: at the top dose activation, actives largely listed as activators;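 note: potency is the fitted concentration of half-maximal effect; 100% = response of the positive control SU9516; nearly all actives have a fitted effect of over 60% in size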
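Alpha7betagal+/- myoblasts (passage 13) were plated 16-24 hr, then exposed to compounds (1:260 dilution of DMSO stock) for 48 hours at 37C. After MPER lysis, β-galactosidase reporter activity was read as FDG fluorescence (ex 480/em 540) after 30 minutes.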
TSG101-PTAP inh: qHTS Assay for Iinhibitors of HIV-1 Budding by Blocking the Interaction of PTAP/TSG101; Fluorescence polarization, FITC-PTAP peptide / Tsg101 binding; Potency, µM (titrated, usually from 115 µM), for the others: top-dose activity change, negative = inhibition, actives largely listed as inhibitors; 340,000 tested, under 10 active; active = well fitted inhibition curve with a large enough effect in the main read-out, with a control signal flat, not every such curve was filed as active; inconclusive = small, poorly fitted or top-dose-only effect, or effect the other way, or a change in a side signal; inactive = no such curve, though single readings can be large or run the other way; note: potency is the fitted concentration of half-maximal effect; % of control where 0% means no effect
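Tsg101 binding domain (10 uM final) was mixed with compound and a FITC-labeled PTAP peptide (50 nM final) in HEPES pH 7.5 buffer with NaCl, Tween 20, EDTA and TCEP; fluorescence polarization was read after 20 min at r.t.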
S-ASM inh: Inhibitors of Secretory Acid Sphingomyelinase (S-ASM): qHTS; Sphingomyelin phosphodiesterase (Homo sapiens), P17405; placental ASM, HMU-PC fluorogenic substrate, 60 min; Potency, µM (highest dose often 57.5 µM), for the others: at the highest dose activity change, negative = inhibition, usual class: inhibitors; 340,000 compounds, 0.006% hits; AID 504937, 2011; note: potency is the fitted concentration of half-maximal effect
Target sequence (P17405 47-631 limits assumed): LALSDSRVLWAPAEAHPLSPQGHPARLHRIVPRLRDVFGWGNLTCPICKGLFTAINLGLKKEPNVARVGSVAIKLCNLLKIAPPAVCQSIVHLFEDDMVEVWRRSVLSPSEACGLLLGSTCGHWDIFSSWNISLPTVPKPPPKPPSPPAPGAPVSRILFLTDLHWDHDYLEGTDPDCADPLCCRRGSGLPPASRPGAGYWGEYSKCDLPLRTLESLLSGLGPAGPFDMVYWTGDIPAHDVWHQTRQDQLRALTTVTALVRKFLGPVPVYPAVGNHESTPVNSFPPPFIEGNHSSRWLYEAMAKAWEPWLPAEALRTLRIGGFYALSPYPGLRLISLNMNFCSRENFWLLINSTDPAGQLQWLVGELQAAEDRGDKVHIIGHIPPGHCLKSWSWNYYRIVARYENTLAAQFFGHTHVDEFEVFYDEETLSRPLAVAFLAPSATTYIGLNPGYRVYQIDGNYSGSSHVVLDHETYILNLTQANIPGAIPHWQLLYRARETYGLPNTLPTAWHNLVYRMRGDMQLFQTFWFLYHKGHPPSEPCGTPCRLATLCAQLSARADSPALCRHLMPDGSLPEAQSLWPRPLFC
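Fluorescence read-out (Ex 386 nm, Em 447 nm) after stopping the reaction at pH 10. Enzyme: ASM from human placenta; substrate HMU-PC0, 9 uM final; 60 min, 37 °C. Compound preincubation 10 min, ambient temperature.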
BCR signal inh: qHTS Assay to Find Inhibitors of Chronic Active B-Cell Receptor Signaling; 340,000 compounds, 0.05% hits; ABC-DLBCL IkBa-CBG/CBR reporter, luminescence ratio, 4 h; AID 493014, 2011; Potency, µM (highest dose often 46.1 µM), for the others: at the highest dose ratio change, negative = lower green/red ratio, actives largely listed as inhibitors; active = well fitted inhibition curve with a large enough effect in the signal ratio, with a control signal flat, not every such curve was filed as active; inconclusive = small, poorly fitted or top-dose-only effect, or effect the other way, or a change in a side signal; the % refers to the signal ratio;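 note: potency is the fitted concentration of half-maximal effect; plate controls were basal doxycycline-induced cells for no effect and cells given 10 µM MG132 for full effect; MG132 reads +100%, hits lower the ratio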
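Concentration-response series (up to 46 uM) were applied to TMD8 dual-reporter cells for 4 h at 37C with doxycycline. Green/red ratio, after filter-overlap correction, defined %Activity; red signal alone was normalised to basal cells and zero luminescence.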
Tb PFK block: qHTS Assay to Find Inhibitors of T. brucei phosphofructokinase. T. brucei PFK, ADP-Glo luminescence. Potency, µM (series often up to 57.5 µM), inactives show at the highest dose activity, negative = inhibition, actives largely listed as inhibitors. 330,000 compounds, 0.17% hits;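 note: potency is the fitted concentration of half-maximal effect; 0% = uninhibited 1x PFK enzyme wells and -100% = no-enzyme wells; nearly all actives have a fitted effect of over 60% in size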
Target sequence (O15648 whole entry, looked up): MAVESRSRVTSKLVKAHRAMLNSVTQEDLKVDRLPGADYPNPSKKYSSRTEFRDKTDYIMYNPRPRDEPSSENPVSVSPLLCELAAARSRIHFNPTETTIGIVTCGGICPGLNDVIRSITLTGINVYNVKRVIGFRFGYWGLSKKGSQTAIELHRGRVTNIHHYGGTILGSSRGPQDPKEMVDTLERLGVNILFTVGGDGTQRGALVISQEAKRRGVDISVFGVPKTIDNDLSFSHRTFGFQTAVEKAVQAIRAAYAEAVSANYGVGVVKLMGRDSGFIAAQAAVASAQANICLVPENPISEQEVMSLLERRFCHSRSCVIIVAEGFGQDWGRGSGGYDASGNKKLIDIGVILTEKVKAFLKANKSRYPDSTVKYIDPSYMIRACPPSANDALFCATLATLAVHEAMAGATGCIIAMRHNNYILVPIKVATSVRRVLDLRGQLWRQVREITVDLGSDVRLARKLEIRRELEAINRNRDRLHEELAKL
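1.25 nM PFK with 0.5 mM F6P and 0.1 mM ATP in 0.1 M TEA pH 8.0, 5 mM MgCl2, incubated 45 min at room temperature; ADP measured by ADP-Glo luminescence; compounds titrated up to 57 uM.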
Mito fusion yeast: qHTS Assay for Small Molecule Inhibitors of Mitochondrial Division or Activators of Mitochondrial Fusion. S. cerevisiae fusion-defective mutant growth rescue, CellTiterGlo 48 h. 320,000 compounds, 0.23% hits. Potency, µM (titrated, usually from 46.1 µM), for the others: at the highest dose growth rescue (activation), actives largely listed as activators. AID 485298, 2010;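 note: potency is the fitted concentration of half-maximal effect; % of control where 0% means no effect; nearly all actives have a fitted effect of over 45% in size; temperature-sensitive fusion mutants such as fzo1-1 at 37 °C on non-fermentable ethanol glycerol medium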
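Temperature-sensitive fusion-defective S. cerevisiae (e.g. fzo1-1, mgm1-5) were grown with compound in YPEG medium (3% ethanol, 3% glycerol) for 48 hours at 37C. Growth rescue was measured as viability by CellTiterGlo luminescence after 10 minutes at ambient.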
TCR act: Activators of T cell receptors: qHTS campaign; 330,000 tested, under 10 active; Potency, µM (doses to about 9.22 µM), for inactives: at the highest dose activation of IL-2 secretion, most hits filed as activators; primary human leukocytes, anti-CD3, IL-2 HTRF, 48 h; note: % of control where 0% means no effect
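Primary human leukocytes receive a-CD3 beads and test compound and are incubated 48 hr. Secreted IL-2 is then assayed by HTRF, measuring 665nm acceptor emission after 320nm excitation of the europium donor.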
Starred values were filed as active, the others as inactive; ? = inconclusive; · = no result given; [ ] = remark or other dose. Unless noted, calls come from the whole dose curve; as a rule, active = well fitted curve in the direction sought with a large enough effect; inconclusive = small, poorly fitted or top-dose-only effect, or another doubt; inactive = no such curve, though single readings can be large; an effect the other way counts as inactive or inconclusive. No enrichment for hits. Share with any hit: about 3.2%.

SMILES	Eya2 phos inh	A-T KAP1 phos	TSHR antagonist	ELG1 repair inh	a7 integrin act	TSG101-PTAP inh	S-ASM inh	BCR signal inh	Tb PFK block	Mito fusion yeast	TCR act
CCn1c(SCc2cccc(F)c2)nc2c(c1=O)SCC2	1.1%	5.6%	-6.2	-6.6%	-29.4%	-3.6%	-1.7%	?	0.7%	?	-5.3%
CCOc1ccc(NC(=O)Cc2ccccc2)c([N+](=O)[O-])c1	-1.5%	-7.2%	7.7	?	-6.6%	0.0%	-2.4%	2.2%	-16.2%	11.8%	-1.0%[46.1 µM]
CCCCn1c(N)c(N(CC(C)C)C(=O)CSc2ccc([N+](=O)[O-])cc2)c(=O)[nH]c1=O	3.9%	-10.3%	7.7	-4.0%	6.6%	-3.4%	6.2%	-5.7%	7.1%	-3.9%	-1.6%
Cc1ccc(S(=O)(=O)N2CCCC2CNC(=O)C(=O)Nc2ccccc2)cc1 (centres undefined)	12.3%	7.8%	-0.3	?	11.3%	-1.6%	1.2%	4.1%	-7.9%	2.7%	6.6%
COC(=O)C1=C(C)N(C(C)c2ccccc2)C(=O)/C1=C\c1ccco1 (centres undefined)	4.8%	0.6%	6.9	?	-51.1%[inhibitor]	-1.8%	-16.4%	0.1%	10.0%	0.9%	-2.4%
O=C(NCc1ccc2c(c1)OCO2)Nc1cccc2ccccc12	-1.9%	15.5%	-1.8	0.0%	24.3%	-0.4%	-1.6%	3.7%	-0.8%	5.5%	-3.8%
Cc1ccc(-c2ccc(C(=O)Nc3ccccc3)o2)c2ccccc12	9.8%	-2.8%	4.2	0.2%	-28.3%	-0.1%	4.4%	?	5.2%	?	1.5%
CCC(C)[C@H](NC(=O)[C@H](Cc1ccccc1)n1c(=O)[nH]c2ccccc2c1=O)C(=O)N1CCC(C(=O)O)CC1 (some centres undefined)	8.2%	-1.6%	9.5	-1.7%	-3.8%	0.1%	2.1%	-18.3%	3.6%	-0.9%	-1.9%
CCOc1ccc(NC(=O)CSc2nc3c([nH]c4ccccc43)c(=O)n2C)cc1	-3.5%	-1.1%	4.7	4.4%	-22.4%	-0.6%	0.3%	-4.9%	0.1%	-2.4%	2.0%
COC(=O)[C@@]1(Cc2ccc(OC)cc2)[C@@H]2[C@@H](CC(=O)[C@H]2CC(=O)C(=O)N(C)C)CN1C(=O)c1ccccc1	10.7%	-15.9%	-2.3	2.7%	0.0%	-0.4%	-0.7%	-10.4%	-1.3%	-1.2%	10.9%
Cn1c(=O)[nH]c(=O)c2c1nc(Br)n2CCCc1ccccc1	-19.1%	6.0%	4.3	-12.6%	·	·	·	-0.8%	3.8%	-0.8%	·
COC(=O)C1C(=O)C=C(Nc2ccc(F)cc2F)CC1c1ccc(OC)cc1 (centres undefined)	4.2%	8.9%	-16.7	21.7%	-0.3%	-0.3%	-4.2%	-2.3%	-1.5%	1.2%	1.9%
COc1ccccc1N1CCN(CC(O)COc2ccc(S(=O)(=O)N3CCOCC3)cc2)CC1 (centres undefined)	5.7%[15.4 µM]	2.6%	8.3	10.3µM*	-21.9%	-2.9%	0.6%	-5.6%	1.5%	0.0%	5.8%
CC1(C)OC(C)(C)/C(=C\c2ccccc2[N+](=O)[O-])C1=O	-16.4%	10.0%	0.5	-9.9%	0.0%	-5.3%	0.6%	2.0%	-1.2%	6.1%	-5.0%
COC(=O)C(CCSC)NC(=O)C(NC(=O)C1CCC(C)CC1)C(C)C (centres undefined)	-17.8%	4.1%	2.2	-14.3%	0.7%	-6.7%	2.6%	0.1%	-0.5%	0.5%	0.4%
CC(=O)Nc1cccc(NC(=O)c2ccc([N+](=O)[O-])cc2Cl)c1	-6.9%	11.3%	-1.0	-1.7%	-11.9%	0.5%	-1.9%	?	0.1%	-2.0%	-4.0%[46.1 µM]
CCn1c(C(=O)N2CCC(C(=O)NCc3ccc(OC)cc3)CC2)cc2sccc21	-2.8%	-1.3%	-4.8	-19.4%	-19.8%	-5.1%	-3.9%	-12.5%	1.2%	17.6%	-1.8%
C[C@@H](NC(=O)[C@@H]1Cc2ccccc2CN1C(=O)OC(C)(C)C)C(=O)NC1CCCC1	2.6%	3.3%	41.2	-19.7%	-9.8%	-9.6%	3.2%	1.7%	-2.0%	4.3%	-2.5%
CCOC(=O)c1ccc(NC(=O)CSc2nnc(COc3ccccc3OC)n2C)cc1	-5.8%	4.7%	0.4	-5.5%	-20.9%	-3.0%	-1.4%	?	-1.1%	-0.7%	6.3%
CCN(CC)c1ccc(/C=C2/SC(=O)N(C(C)C)C2=O)o1	13.3%	-25.1%	-11.2	?	-69.5%[inhibitor]	?	-3.8%	?	-25.6%	2.4%	-2.0%[46.1 µM]
CCCN(C1CCS(=O)(=O)C1)S(=O)(=O)c1ccc(F)cc1 (centres undefined)	5.7%	1.0%	1.5	11.6%	10.6%	-1.4%	-1.7%	0.1%	-3.5%	2.7%	-12.3%
Cc1nc2sc3c(c2c(=N)n1N)CCCC3	-2.6%	-0.1%	-0.3	-1.8%	-16.4%	-2.2%	-1.0%	-5.0%	0.0%	-2.7%	6.3%
CSc1ccccc1NC(=O)CN(C)C(=O)/C=C/c1ccccc1	1.9%	2.8%	13.8	-0.9%	-23.8%	-10.3%	1.3%	1.1%	16.8%	5.5%	·
CC(CCc1ccccc1)NC(=O)c1ccc(NC(=O)c2cccc(Br)c2)cc1 (centres undefined)	11.7%	3.9%	-3.3	-1.7%	-34.0%	-1.5%	-2.6%	-5.9%	3.0%	-7.5%	3.7%
O=C(N/N=C/c1ccc(OC2CSC2)cc1)c1ccccc1	-15.5%	-7.7%	-0.4	?	8.6%	-2.2%	-0.9%	?	-1.2%	3.1%	1.0%
O=C(/C=C/c1c(F)cccc1Cl)Nc1ncccn1	4.8%	-5.8%	0.1	?	0.0%	1.0%	2.6%	-10.7%	0.3%	19.7%	-0.5%[46.1 µM]
CCSc1nc(NCCN(C)C)c2c3c(sc2n1)COC(C)(CC)C3 (centres undefined)	-10.9%	9.1%	-5.2	-4.9%	-56.3%[inhibitor]	-1.9%	8.3%	1.3%	7.4%	-6.7%	-0.3%
CCN(C(=O)c1ccc(C(C)(C)C)cc1)c1nnc(Cn2nnc3ccccc32)s1	0.6%	-8.0%	?	4.11µM*	-33.4%	5.4%	-5.0%	?	1.0%	17.6%	5.8%
COc1cccc(CN2CCN(c3ccc(F)cc3)C2=O)c1	1.4%	12.5%	31.2	-14.2%	-24.2%	-2.9%	6.3%	6.5%	4.9%	8.4%	5.0%
CCC(c1nnc(SCC(=O)N2CCOCC2)n1C1CCCCC1)N(C)C (centres undefined)	17.2%	2.9%	7.6	26.0%	?	-1.0%	0.6%	-6.7%	0.0%	0.6%	-2.3%
Cn1c(=O)c2c(ncn2CC(=O)Nc2nc3ccc(F)cc3s2)n(C)c1=O	-5.1%	-1.4%	-7.0	?	-6.0%	-2.5%	-2.1%	10.9%	-0.9%	1.8%	-4.4%
COc1cccc(CNS(=O)(=O)c2ccc3c(c2)N(C)CCO3)c1	-1.0%	1.5%	0.0	-1.0%	-6.7%	1.2%	-1.5%	-7.1%	-3.9%	-2.5%	-5.4%
